# Source: PubChem (several laboratories)
# C8 TRAIL sens: viability loss with TRAIL in NB7+C8 cells, primary screen, TRAIL sensitizer project, cell-based, ATPlite luminescence | 360,000 tested, 1% active | inhibition (viability loss, TRAIL sensitization), % at 10 µM;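 active = compounds causing at least 50% loss of cell viability in the single-dose screen, relative to plate controls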
# NCOA2 inhibitor: inhibition of GAL4-SRC2 driven luciferase reporter, primary screen, SRC2 inhibitor project, cell-based, luminescence; inhibition, % at 9 µM; HEK293 GAL4-SRC2 luciferase reporter; 370,000 tested, 0.17% active; Nuclear receptor coactivator 2 (Homo sapiens), Q15596; AID 651957, 2012;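 active = inhibition above the mean inhibition of all tested compounds plus 3 SD, set per campaign, cut at about 52% in these data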;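 also: 0% = DMSO treated cells and 100% = cells given Gossypol at 36 µM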
# LMP1 NFkB inh: EBV LMP1-driven NF-kappaB luciferase reporter inhibitors, primary screen, cell-based, luminescence, single point | 350,000 tested, 0.69% active | inhibition, % at 12.5 µM | LMP1-induced NF-kappaB luciferase reporter cells; in the data active = inhibition above about 41%; inconclusive = no clear call, values can overlap the other calls;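 also: 0% = neutral control wells and 100% = reference inhibitor control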
# Vif inh: HIV Vif self-association inhibitors, primary screen, imaging, HEK293T, single point | inhibition, % at 7.49 µM | 340,000 tested, 0.35% active | HEK293T cells, Vif self-association by quenched fluorescence, 24 h | AID 602346, 2012; in the data active = inhibition above about 50%, passing the limit was not always enough; inconclusive = no clear call, values can overlap the other calls; inactive = below about 31%; also: some results filed as inactive read as strong as hits
# TLR9-MyD88 block: inhibitors of TLR9-MyD88 association in cells, primary screen, cell-based, CHO, BLA complementation, fluorescence; Toll-like receptor 9 (Homo sapiens) + Myeloid differentiation primary response protein …; CCF4 FRET ratio; inhibition, % at 4.98 µM; 340,000 tested, 0.21% active; AID 504734, 2011;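 active = inhibition above the mean over all tested compounds plus 3 SD, cut at about 21% in these data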;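 also: 0% = DMSO only wells and 100% = clavulanate BLA inhibitor control wells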
# LRH-1 inv ag: LRH-1 (NR5A2) inverse agonists, primary screen, cell-based, luminescence, HEK293T, StAR-luciferase reporter; Nuclear receptor subfamily 5 group A member 2 (Homo sapiens), O00482; LRH-1 transfected, 24 h; inhibition, % at 3.6 µM; 360,000 tested, 0.13% active;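 active = inhibition above the mean inhibition of all tested compounds plus 3 SD, cut at about 73% in these data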;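 also: 0% = DMSO wells and 100% = reporter-only cells lacking LRH-1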
# Target sequence (O00482 whole entry, looked up): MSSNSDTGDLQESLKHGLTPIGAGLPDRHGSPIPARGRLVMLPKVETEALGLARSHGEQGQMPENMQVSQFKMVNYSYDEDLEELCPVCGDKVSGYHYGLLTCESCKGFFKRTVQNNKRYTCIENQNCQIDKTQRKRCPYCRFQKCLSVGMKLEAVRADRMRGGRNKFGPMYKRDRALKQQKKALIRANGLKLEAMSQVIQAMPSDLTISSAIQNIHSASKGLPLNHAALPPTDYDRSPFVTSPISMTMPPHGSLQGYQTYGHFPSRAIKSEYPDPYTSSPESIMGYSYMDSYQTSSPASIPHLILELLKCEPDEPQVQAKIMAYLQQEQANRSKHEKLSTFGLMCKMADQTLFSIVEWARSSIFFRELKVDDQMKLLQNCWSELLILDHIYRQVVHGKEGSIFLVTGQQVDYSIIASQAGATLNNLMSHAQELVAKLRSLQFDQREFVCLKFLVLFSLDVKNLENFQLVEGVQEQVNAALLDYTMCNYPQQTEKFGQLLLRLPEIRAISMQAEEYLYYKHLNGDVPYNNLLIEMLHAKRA
# NOD2 RIPK2 PPI: NOD2-RIPK2 binding disruptors in cells, primary screen, fluorescence, CHO cells, BLA complementation; CCF4 ratio; Receptor-interacting serine/threonine-protein kinase 2 (Homo sapiens), O43353; 360,000 tested, 0.38% active; inhibition, % at 4.98 µM; AID 624267, 2012; in the data active = inhibition above about 21%;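 also: 0% = vehicle only and 100% = reference blocker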
# Target sequence (O43353 whole entry, looked up): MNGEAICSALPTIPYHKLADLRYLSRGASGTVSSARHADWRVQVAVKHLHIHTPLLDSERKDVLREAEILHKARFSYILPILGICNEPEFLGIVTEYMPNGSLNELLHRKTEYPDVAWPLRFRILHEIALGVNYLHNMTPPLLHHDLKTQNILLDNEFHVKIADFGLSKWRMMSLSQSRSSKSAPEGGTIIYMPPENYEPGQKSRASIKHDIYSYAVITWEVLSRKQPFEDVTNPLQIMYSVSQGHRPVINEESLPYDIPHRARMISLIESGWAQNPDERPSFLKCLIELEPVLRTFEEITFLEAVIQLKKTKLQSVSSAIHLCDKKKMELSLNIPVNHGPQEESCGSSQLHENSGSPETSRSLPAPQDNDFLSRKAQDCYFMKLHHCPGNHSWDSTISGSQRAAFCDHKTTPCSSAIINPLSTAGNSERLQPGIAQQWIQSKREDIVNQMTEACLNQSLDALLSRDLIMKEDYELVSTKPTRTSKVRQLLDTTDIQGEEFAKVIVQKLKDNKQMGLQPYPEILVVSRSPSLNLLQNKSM
# NR2F2 inh: NR2F2 transcriptional activity inhibitors, primary screen, cell-based, luciferase reporter, HEK293T, luminescence; 370,000 tested, 0.7% active; AID 686940, 2013; inhibition, % at 8.6 µM; HEK293T NGFI-A luciferase reporter; COUP transcription factor 2 (Homo sapiens), P24468;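 active = inhibition above a per-plate cutoff, mean inhibition of test wells between control levels plus 3 SD, cut at about 38% in these data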;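 also: cells cotransfected with COUP-TFII expression vector driving the NGFI-A reporter; 0% = median of COUP-TF2 test wells and 100% = reporter-only cells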
# NCOA3 inh: SRC3 coactivator transcriptional activity inhibitors, primary screen, cell-based, luminescence; AID 588352, 2011; Nuclear receptor coactivator 3 (Homo sapiens), Q9Y6Q9; 360,000 tested, 0.17% active; HEK293 GAL4-SRC3 luciferase reporter; inhibition, % at 3.6 µM;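 active = inhibition above a per-campaign cutoff, the mean of all compounds plus 3 SD, cut at about 60% in these data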;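 also: 0% = DMSO-treated cells and 100% = gossypol-treated cells at 36 µM; higher means less SRC3-driven luciferase light from the GAL4 reporter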
# SRC1 inh: SRC1 coactivator transcriptional activity inhibitors, primary screen, cell-based, luminescence. Nuclear receptor coactivator 1 (Homo sapiens), Q15788. HEK293 GAL4-SRC1 luciferase reporter. inhibition, % at 3.6 µM. 360,000 tested, 0.12% active. AID 588354, 2011;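 active = inhibition above the campaign mean plus 3 SD, with each screening campaign given its own cutoff, cut at about 60% in these data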;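 also: 0% = DMSO treated cells and 100% = gossypol at 36 µM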
# TROY NFkB inh: inhibitors of TROY-driven NF-kB signaling, primary screen, Q293 LMP1-TROYcd cells, NF-kB luciferase, uHTS; AID 1347056, 2019; inhibition, % at 10 µM; Q293 LMP1-TROYcd NF-kB luciferase reporter, 4 h; 360,000 tested, 0.98% active;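 active = compounds whose plate-normalised and pattern-corrected inhibition of the luciferase reporter signal at the single screening dose is 50% or more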
# * marks the source's active call; other numbers are inactive results; ? = inconclusive; · = not tested or not shown.
# Second line of a record: C8 TRAIL sens, NCOA2 inhibitor, LMP1 NFkB inh, Vif inh, TLR9-MyD88 block, LRH-1 inv ag, NOD2 RIPK2 PPI, NR2F2 inh, NCOA3 inh, SRC1 inh, TROY NFkB inh
- Cc1cc(C)cc(NC(=S)N(Cc2cccc(Br)c2)CC2CCC(C(=O)O)CC2)c1 (centres undefined)
→ 6, -12, -9, 5, 9, -3, -12, 1, -7, 6, -8
- COc1ccccc1N(CC(=O)NCCC1=CCCCC1)S(=O)(=O)c1ccccc1
→ -9, 0, -11, 2, -11, -3, 0, 2, -9, 0, 11
- Cn1cc(Br)c(C(=O)N/N=C/c2cc3ccccc3nc2Cl)n1
→ -16, -19, 1, 9, -5, -29, -3, 2, -13, -17, -43
- COc1ccc(/C=N/NC(=O)Cn2cnc3c2c(=O)n(C)c(=O)n3C)c(OC)c1OC
→ 3, -21, ·, -10, ·, 11, -8, 8, 12, 3, -9
- N#Cc1ccc(NC(=O)COc2ccc(-n3cnnn3)cc2)cc1
→ 1, -28, -4, -5, -7, 43, 6, -7, 4, 13, 10
- CCOc1ccccc1NC(=O)COC(=O)CSc1ccc(Cl)cc1
→ 2, 0, 8, -1, 0, -2, 9, 3, 24, 4, -2
- O=C(C1=C(O)C(=O)N(CC2CCCO2)C1c1ccc(Cl)cc1)c1ccco1 (centres undefined)
→ -2, -13, -3, 6, -2, -14, 2, 6, -22, -71, -2
- C=CCc1cccc(C=Nc2ccc(Br)cc2)c1O
→ -12, 1, -12, ·, -6, 0, -4, -20, 5, -12, 5
- CCN(CC)c1nc(N)n(CCSC(=S)N(C)C)c(=O)n1
→ 6, -55, 6, -10, 1, 4, -2, -11, 14, 1, 8
- CCCc1cc(=O)oc2c(C)c(OCC(=O)NCCCN3CCOCC3)ccc12
→ 0, -7, -12, 16, -8, 39, 10, -4, 5, 12, 5
- COc1ccc(-n2nc(C)c3c(=O)c4c([nH]c32)CCCC4)cc1
→ 0, -11, 7, -14, 8, -4, -2, -27, 17, 10, 31
- O=C(CSC1=NCCS1)Nc1ccccc1F
→ -7, -8, -5, ·, 3, -1, -6, -7, -11, 0, -7
- CCC1CCCCN1CCCNC(=O)CN1C(=O)c2cccnc2Oc2ccc(Cl)cc21 (centres undefined)
→ 1, 3, -13, -5, 11, 0, -3, 10, -1, 17, 0
- CCOP(=O)(OCC)C(Nc1cccc(C(F)(F)F)c1)c1ccc(C)cc1 (centres undefined)
→ 5, 19, 1, ?, 4, 13, -13, 19, 26, 18, 16
- Cc1ccc(CONC(=O)c2ccc([N+](=O)[O-])cc2)cc1
→ 1, -28, -1, 13, -3, -5, -6, -15, -1, -21, -22
- O=C(NCc1ccccc1C(F)(F)F)C1CCC(=O)N(C2CCCCCC2)C1 (centres undefined)
→ -6, -26, 3, -4, 4, -3, 3, 5, -10, 1, -19
- CCCN1C(=O)C(=O)N(CC(=O)c2cc(C)n(C3CC3)c2C)C1=O
→ 11, -31, -17, -5, -6, -112, -7, -24, -63, -76, 8
- CCOc1ccccc1NC(=O)NC(C)c1ccc2c(c1)OCO2 (centres undefined)
→ 4, -7, 5, -3, 0, 1, 9, -5, 0, 10, -7
- CCOc1ccc(NC(=O)CN(C)c2nnnn2-c2ccccc2)cc1OCC
→ -6, 19, 2, 0, -9, -13, -4, 13, -15, -7, 4
- Cc1ccc(CNC(=O)C(=O)c2cn(CC(=O)N3CCCC3)c3ccccc23)cc1
→ 0, -8, -3, -5, 13, 12, -2, -10, -12, -2, -15
- Cc1cc2nc3c(=O)[nH]c(=S)[nH]c3nc2cc1NC(=O)C(F)(F)F
→ -23, 1, 1, -2, 6, -1, 1, -4, -55, -38, -14
- Oc1[nH]c2ccc(Br)cc2c1N=NC(=S)NCC1CCCO1 (centres undefined)
→ 12, -6, 9, 9, 4, 28, -1, 11, 18, -23, -5
- Cc1ccc2ncccc2c1
→ -28, 3, -8, -4, -6, 7, 12, 0, -20, -7, -7
- CCc1cccc(NC(=O)C2CCCN(S(=O)(=O)c3c(C)[nH]c(=O)[nH]c3=O)C2)c1 (centres undefined)
→ -8, -23, -8, 0, -4, 11, 3, -2, 14, 1, -2
- CC(=O)Nc1cccc(NC(=O)C2CC(=O)N(c3ccc(C)cc3)C2)c1 (centres undefined)
→ 29, -10, 1, -4, 9, -16, 6, 5, -4, -5, 5
- O=C(CN1CCOCC1)NNC(=O)c1ccc(Cl)cc1
→ -3, 13, -3, 1, -12, 0, -4, -17, -7, -25, -2
- CCOc1ccc(NC(=O)CCc2ccc(C)o2)cc1
→ -4, 0, -12, 3, 5, -1, -9, -18, 0, -7, -39
- Cc1cnc(NC(=O)CSCc2c(C)noc2C)s1
→ -15, 1, 4, 0, 0, 12, 5, 10, -10, -27, -4
- S=C(Nc1ccc(Cl)c(Cl)c1)NC1CCN(Cc2ccccc2)CC1
→ 32, 20, 12, ·, 16, 23, 16, 4, 13, -13, 37
- CNC(=S)N1N=C(c2ccc(OC)cc2)CC1c1ccc(N(C)C)cc1 (centres undefined)
→ -3, 6, 1, 7, -5, -30, 11, -16, -7, -22, 15

# By substructure, the compounds so far containing a Cl atom (6)
# Second line of a record: C8 TRAIL sens, NCOA2 inhibitor, LMP1 NFkB inh, Vif inh, TLR9-MyD88 block, LRH-1 inv ag, NOD2 RIPK2 PPI, NR2F2 inh, NCOA3 inh, SRC1 inh, TROY NFkB inh
- Cn1cc(Br)c(C(=O)N/N=C/c2cc3ccccc3nc2Cl)n1
→ -16, -19, 1, 9, -5, -29, -3, 2, -13, -17, -43
- CCOc1ccccc1NC(=O)COC(=O)CSc1ccc(Cl)cc1
→ 2, 0, 8, -1, 0, -2, 9, 3, 24, 4, -2
- O=C(C1=C(O)C(=O)N(CC2CCCO2)C1c1ccc(Cl)cc1)c1ccco1 (centres undefined)
→ -2, -13, -3, 6, -2, -14, 2, 6, -22, -71, -2
- CCC1CCCCN1CCCNC(=O)CN1C(=O)c2cccnc2Oc2ccc(Cl)cc21 (centres undefined)
→ 1, 3, -13, -5, 11, 0, -3, 10, -1, 17, 0
- O=C(CN1CCOCC1)NNC(=O)c1ccc(Cl)cc1
→ -3, 13, -3, 1, -12, 0, -4, -17, -7, -25, -2
- S=C(Nc1ccc(Cl)c(Cl)c1)NC1CCN(Cc2ccccc2)CC1
→ 32, 20, 12, ·, 16, 23, 16, 4, 13, -13, 37

# Following part:
# Second line of a record: C8 TRAIL sens, NCOA2 inhibitor, LMP1 NFkB inh, Vif inh, TLR9-MyD88 block, LRH-1 inv ag, NOD2 RIPK2 PPI, NR2F2 inh, NCOA3 inh, SRC1 inh, TROY NFkB inh
- CCOc1ccc(C(=O)NN2C(=S)NC(C)(C)C=C2C)cc1
→ 3, 14, 7, -3, -2, 1, 5, -20, -9, -4, 3
- CCOc1ccc(NC(=O)c2cccc3ccccc23)cc1
→ 22, -47, -19, -3, -12, -42, 0, -10, -57, -37, -16
- CCc1sc(C(=O)Nc2ccc3c(c2)OCO3)cc1C
→ 33, -33, -32, -4, -10, -133, -2, -67, -112, -87, -30
- CCN(C[C@H]1N[C@@](CC)(C(=O)OC)[C@H]2C(=O)N(C)C(=O)[C@@H]12)C(=O)c1ccccc1
→ 1, 2, -2, 4, -9, -17, 5, 8, 1, -2, 6
- CCC(=O)Nc1nc(C)c(C(=O)Nc2cccc(Cl)c2)s1
→ -5, 15, 15, -2, -9, 5, 1, 2, -5, -5, 0
- Cc1ccc(CCCOC(=O)C[N+]2(C)CCCC2)cc1
→ -5, -48, -3, -8, 6, 7, 1, -5, 15, -21, -18
- Cc1ccc(C)c(NC(=O)COC(=O)c2c(-c3ccccc3)noc2C)c1
→ -1, -24, 8, ·, -9, 1, 8, 8, 7, -4, 9
- COc1ccccc1-n1c(SCC(=O)c2ccc(O)cc2O)nc2cc([N+](=O)[O-])ccc21
→ -5, 3, -3, 4, 5, -12, -2, 10, 5, 3, 43
- O=S(=O)(c1ccc(F)cc1)N1CCCN(c2nccc(C(F)(F)F)n2)CC1
→ -6, 23, 5, 3, -11, 10, -3, -2, 4, 11, 12
- O=C(/C=C/c1ccc(O)c(O)c1)c1ccc(S(=O)(=O)N2CCCCCC2)cc1
→ 7, 28, 1, 4, -2, -10, 3, -3, -22, -35, 14
- COc1ccc(NC(=O)COc2ccc3c(c2)CCC3)cc1S(N)(=O)=O
→ -16, -4, 2, -7, -2, 9, -7, -2, 8, -26, -6
- COc1ccc(NC(=O)COC(=O)CC2CCCCC2)cc1
→ -19, -1, 2, -3, -4, -1, 0, -16, -2, -10, -54
- Cc1ccc(C)c(N2CCN(C(=O)CCCCn3c(=O)[nH]c4ccccc4c3=O)CC2)c1
→ 33, -30, 10, -15, -12, -9, -1, 4, -24, -3, 39
- COc1ccc(C(=O)NCCCCCC(=O)N/N=C/c2ccco2)cc1OC
→ 0, 1, -19, -1, 3, -14, -12, -5, 16, -48, 8
- Cc1nn(-c2ccccc2)c(C)c1/C=N/N1CCN(c2ccccc2)CC1
→ 1, ·, 3, 10, 7, 2, -3, ·, -1, -4, 7
- CC(C)[C@H](NC(N)=O)C(=O)NNC(=O)COc1cccc(C(F)(F)F)c1
→ -6, -7, 5, -1, 8, 0, -4, -2, 2, -14, 13
- Cc1nc(N2CCCCC2)c2c(C)c(C(=O)Nc3ccccc3C(F)(F)F)sc2n1
→ 10, -4, 9, ·, 0, 3, 3, -11, 1, 14, 11
- Cc1ccc(NC(=O)c2c(-c3ccccc3)noc2C)nc1
→ -18, -3, -10, -7, 0, 31, 15, -3, 9, -8, 15
- CC1(C)C2CCC1(C)C(Nc1ccccc1)C2 (centres undefined)
→ -7, -1, -14, 13, -1, -17, -7, 12, 12, -1, -5
- COc1cccc(Nc2c(Nc3cccc(OC)c3)c(=O)c2=O)c1
→ 3, -32, 8, 5, -2, -13, -6, -1, -12, 4, -14
- C/C(=N\NC(=O)c1sccc1C)c1cccnc1
→ 37, -65, -3, 13, -2, -127, -10, -30, -90, -70, -17
- O=C(CCC(=O)OCC(=O)c1ccccc1)NC1CCCCC1
→ -8, -12, -3, ·, 7, 12, -7, 14, -1, -1, -3

# These rows are one share of the data. The share of hits here may be higher or lower than overall.
